Compound activity from PubChem.
CXCR6 block: CXCR6 (human) receptor inhibition; CHO-K1 PathHunter CXCR6 beta-arrestin, luminescence; inhibition, % at 20 µM; actives 0.36% (n = 360,000); AID 602244; in the data active = inhibition above about 34%, passing the limit was not always enough;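 also: antagonist mode with CXCL16 agonist at 10 nM final; 0% = 10 nM CXCL16 with DMSO and 100% = unstimulated wells without agonist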
Target sequence (O00574 whole entry, looked up): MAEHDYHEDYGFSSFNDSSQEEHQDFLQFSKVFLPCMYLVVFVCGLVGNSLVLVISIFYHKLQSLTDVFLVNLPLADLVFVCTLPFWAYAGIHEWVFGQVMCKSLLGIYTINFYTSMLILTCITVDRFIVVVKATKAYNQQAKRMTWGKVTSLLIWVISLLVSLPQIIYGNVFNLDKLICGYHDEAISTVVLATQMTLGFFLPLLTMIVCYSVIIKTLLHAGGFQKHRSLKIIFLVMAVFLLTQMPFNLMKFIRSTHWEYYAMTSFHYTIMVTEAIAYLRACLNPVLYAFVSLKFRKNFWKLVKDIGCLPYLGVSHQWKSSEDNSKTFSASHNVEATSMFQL
* = called active by the depositor. This is a subset; rates above refer to the full screens.

SMILES	CXCR6 block
Fc1ccc(CSc2ncnc3c2ncn3C2CCCCO2)cc1 (stereo unspecified)	-4
CC(C)N(C)c1ncnc2c1ncn2[C@H]1CN(Cc2ccc(Cl)cc2)C[C@@H](CO)O1	0
CN1CCn2cnc(C(=O)NCc3ccc(CNC(=O)OC(C)(C)C)cc3)c2C1=O	1
C1=CCN(c2nc(N3CCOCC3)nc(N3CCCc4ccccc43)n2)CC1	3
O=C1Cn2nnc(-c3ccccc3)c2C2c3ccccc3CCN12 (stereo unspecified)	5
CCOC(=O)Cc1c(-c2cccc(Cl)c2)nc2c3ccccc3ccn12	8
O[C@H]1C[C@H](c2ccccc2)N(CC2CCCCC2)C[C@@H]1n1cc(C2CC2)nn1	-8
Cc1ccc(Cl)cc1-c1cc(C(=O)NCc2cc(C(F)(F)F)cc(C(F)(F)F)c2)[nH]n1	-3
Cn1nc(C(=O)OCC(=O)NCc2ccc(Cl)cc2Cl)c2ccccc2c1=O	9
CCCCC(C)Sc1nc2c([nH]1)c(=S)n(C)c(=O)n2C (stereo unspecified)	15
CCCCCNC(=O)c1[nH]c(C(F)(F)F)nc1-c1ccccc1	-1
Cc1[nH]c(=S)[nH]c(=O)c1Cc1c(O)ccc2ccccc12	0
Cn1c(N=Nc2ccc(N3CCOCC3)cc2)[n+](C)c2ccccc21	54*
CS(=O)(=O)c1cc(C(=O)O)cc(NCc2ccccc2)c1Oc1ccccc1	6
CCCCN1CC(COCc2ccccc2)Oc2cccc(Oc3ccccc3)c2S1(=O)=O (stereo unspecified)	-4
COc1ccc(CC(N)c2csc(NC(=O)Nc3cccc(C(F)(F)F)c3)n2)cc1 (stereo unspecified)	-22
CC(=O)c1cccc(NC(=O)c2cccc3c(-c4cnn(C)c4)coc23)c1	-2
COc1c(O)ccc2c1CN1CCc3cc4c(cc3C1C2)OCO4 (stereo unspecified)	-3
CC1(C(=O)NCC2CCCCC2)CCN1CCc1ccccc1 (stereo unspecified)	1
NC(=O)COc1ccc2oc(-c3ccccc3)cc(=O)c2c1	6
Cc1[nH]nc(C(F)(F)F)c1N=NN1CCOCC1	-7
CCCCN1C(=O)C(CC(=O)NC2CCCCC2)CC(C(=O)N(C(C)C)C(C)C)=C1C (stereo unspecified)	0
C#CCN(C[C@@H]1[C@@H](OC(=O)NCCCCCC)[C@@H](OC(=O)NCCCCCC)Cn2c(=O)ccc(=O)n21)S(=O)(=O)c1ccc(C)cc1	0
CC1(Cc2ccc(Cl)cc2)C(=O)Nc2ccc(-c3ccc(F)c(Cl)c3)cc21 (stereo unspecified)	-1
C#CCn1cc(C=C2C(=O)c3ccccc3C2=O)c2ccccc21	13
COC(=O)[C@]12CCCCC=C1N(Cc1cccc3ccccc13)C(=O)[C@H](CC(=O)N1CCOCC1)C2	-2
CC(C)(C)S(=O)(=O)N1C[C@H]2CC/C=C\C/C=C\2[C@@H]1CCO	-5
COc1ccc(NC(=O)N(C)C[C@H]2Oc3ncc(C#C[C@@H](C)O)cc3C(=O)N([C@H](C)CO)C[C@H]2C)cc1	-4
CCN(CC)C(=O)C1=C(C)N(Cc2ccc(C(C)(C)C)cc2)C(=O)C(CC(=O)NCc2ccco2)C1 (stereo unspecified)	4
COc1cccc(CNC(=O)[C@@H]2CCCN2C(=O)[C@@H]2CCCN2C(=O)c2cccs2)c1	2
CC(=O)N(c1ccccc1)C(C(=O)c1ccccc1)c1ccccc1 (stereo unspecified)	1
COc1ccc(-c2cc(C(F)(F)F)n3nc(C(=O)Nc4c(C)n(C)n(-c5ccccc5)c4=O)cc3n2)cc1	9
CC(C)NC(=O)N(C)C[C@H]1Oc2ncc(Br)cc2C(=O)N([C@H](C)CO)C[C@@H]1C	-12
Cc1ccc(NC(=O)CSCC(=O)Nc2cc(S(=O)(=O)N3CCOCC3)ccc2OC(C)C)cc1	5
C#CCN(C[C@H]1[C@H](OC(=O)NCc2ccc(OC)c(OC)c2)[C@H](OC(=O)NCc2ccc(OC)c(OC)c2)C[C@@H](C(=O)OC)[C@H]1C(=O)OC)S(=O)(=O)c1ccc(C)cc1	4
O=C1Cc2cc(O)ccc2O1	-1
Clc1ccc2nc(C3CCCCC3)c(Cc3ccccc3)n2c1	4
O=C1N2CCCc3cccc(c32)C12Nc1ccccc1S2 (stereo unspecified)	-11
CN(C)CCNC(=O)C1(C)Cc2c(-c3cccc(C(F)(F)F)c3)ccnc2O1 (stereo unspecified)	8
CC(C)n1cc(C#N)c(N)n1	-3
CC(C)C[C@@H](CN1CCCC1CN1C(=S)NC[C@@H]1Cc1ccccc1)N1C[C@H](Cc2ccccc2)N(CC2CCCCC2)C1=S (stereo partly specified)	3
CC(N)c1csc(Nc2nncc3ccccc23)n1 (stereo unspecified)	-8
COC(=O)c1sc(N2C(=O)c3oc4ccccc4c(=O)c3C2c2cccs2)nc1C (stereo unspecified)	-2
O=[N+]([O-])c1cc([N+](=O)[O-])c2cccnc2c1Oc1ccccc1O	11
CC1CCCN(S(=O)(=O)c2ccc(S(=O)(=O)N3CCCN(Cc4ccccc4)C3)cc2)C1 (stereo unspecified)	4
CC(=O)C1=CCC(c2ccc(C)cc2)N(S(=O)(=O)c2ccc(C)cc2)C1 (stereo unspecified)	-3
COc1cc(CNC(=O)Nc2nnc([C@H]3C[C@H](O)[C@@H](CO)O3)s2)cc(OC)c1OC	12
C[C@H](O)[C@@H]1C(=O)N2CCc3ccc(N4CCOCC4)cc3[C@@H]2C[C@@H]1N(C)C(=O)Nc1ccccc1	-4

Entries listed so far containing a thiophene ring, fused or not, in the order listed:
SMILES	CXCR6 block
COc1cccc(CNC(=O)[C@@H]2CCCN2C(=O)[C@@H]2CCCN2C(=O)c2cccs2)c1	2
COC(=O)c1sc(N2C(=O)c3oc4ccccc4c(=O)c3C2c2cccs2)nc1C (stereo unspecified)	-2

Fetched one by one from above (4):
SMILES	CXCR6 block
CN(C)CCNC(=O)C1(C)Cc2c(-c3cccc(C(F)(F)F)c3)ccnc2O1 (stereo unspecified)	8
O=[N+]([O-])c1cc([N+](=O)[O-])c2cccnc2c1Oc1ccccc1O	11
COC(=O)c1sc(N2C(=O)c3oc4ccccc4c(=O)c3C2c2cccs2)nc1C (stereo unspecified)	-2
CC(=O)C1=CCC(c2ccc(C)cc2)N(S(=O)(=O)c2ccc(C)cc2)C1 (stereo unspecified)	-3

More structures.
SMILES	CXCR6 block
Cn1c(=O)cc(OCCCC(=O)Nc2cccc(Cl)c2)c2ccccc21	2
O=C(NC1CCCCC1)C1c2ccccc2OCC(=O)N1Cc1ccccn1 (stereo unspecified)	2
O=C(O)c1ccc(CNC(=O)C2CCN(S(=O)(=O)c3cccs3)CC2)cc1	6
CNc1cccc(-c2c(OC)cccc2OC)n1	-1
NC(=Nc1c([N+](=O)[O-])cnc2ccccc12)N1CCOCC1	3
CC(C)Oc1ccc(S(=O)(=O)N2CCOCC2)cc1NC(=O)CSC(=S)N1CCCC1	0
C[C@@H]1CCCCO[C@H](CN(C)C(=O)Nc2ccc(C(F)(F)F)cc2)[C@@H](C)CN([C@H](C)CO)C(=O)c2cc(NC(=O)Nc3ccc4c(c3)OCO4)ccc2O1	16
CC(C)Oc1ccc(CN2CCC2(C)C(=O)NCc2cccc3ccccc23)cc1 (stereo unspecified)	8
CCOC(=O)c1c(-c2ccc(C)cc2)csc1NC(=O)/C(C#N)=C/c1ccc(O)c(OC)c1	22
CCCn1c(CCNc2nc(-c3cccc(Br)c3)cs2)nc2ccccc21	0
COc1ccc(-c2nc3cc(C)c(Br)c(C)n3c2Cc2ccccc2C(F)(F)F)cc1OC	1
C[C@@H]1CN([C@@H](C)CO)C(=O)CCCn2nncc2CO[C@H]1CN(C)Cc1ccc(-c2ccccc2)cc1	7

Among those listed so far, 2 have a nitro group on carbon.
SMILES	CXCR6 block
O=[N+]([O-])c1cc([N+](=O)[O-])c2cccnc2c1Oc1ccccc1O	11
NC(=Nc1c([N+](=O)[O-])cnc2ccccc12)N1CCOCC1	3

Additional structures follow:
SMILES	CXCR6 block
CC1(C)OC1(C#N)c1ccccc1 (stereo unspecified)	0
CC(C)c1ccc(C2OCCCO2)cc1	1
COc1ccc(CNC(=O)CC[C@H]2O[C@@H](n3cc(C)c(=O)[nH]c3=O)C[C@@H]2O)cc1	2
Oc1ccccc1-c1nnco1	6
C/C(=N\O)c1sc(-c2ccccc2)nc1C	-3
NC(=O)C1(Nc2ccc(C(=O)O)cc2)CCCC1	-1
CCCCNC(=O)C1(C)CCN1Cc1ccc(C#N)cc1 (stereo unspecified)	-4
CCOC(=O)C1=CCN(S(=O)(=O)c2ccc(C)cc2)C1c1ccccc1F (stereo unspecified)	1
CC(C)(C)OC(=O)N1CCCC(C(=O)Nc2cccc(C(=O)NCCCc3ccccc3)c2)C1 (stereo unspecified)	1
O=C(/C=C/c1ccc(O)c(O)c1)OC1C(O)CC(OC(=O)/C=C/c2ccc(O)c(O)c2)(C(=O)O)CC1O (stereo unspecified)	14
C=Cc1ccc(CC2(C)C(=O)Nc3ccc(-c4cccnc4)cc32)cc1 (stereo unspecified)	-15
Cc1ccc(NC(=O)c2sc3ncn(CC(=O)N4CCN(c5ccccn5)CC4)c(=O)c3c2C)cc1	3
Cc1ccc([C@H]2C[C@H](n3cc(C4CC4)nn3)[C@@H](O)CN2C(=O)c2cccs2)cc1	14
C[C@H](CO)N1C[C@H](C)[C@H](CN(C)S(=O)(=O)c2cccs2)OCc2cnnn2CCCC1=O	-2
CC1(C(=O)NS(=O)(=O)c2ccccc2Cl)CCN1C(=O)CC1CC1 (stereo unspecified)	0
COc1cc(OC)nc(/N=C/N(C)C)n1	-5
O=c1ccn([C@@H]2O[C@H](CNCc3cccn3-c3ccncc3)[C@@H](O)[C@H]2O)c(=O)[nH]1	1
OC[C@@H]1CN(Cc2ccco2)C[C@H](n2cnc3c(NC4CC4)ncnc32)O1	-2
CCCCNc1nc(NCc2ccccc2)nc2ccccc12	-7
CC(C)Oc1ccc(S(=O)(=O)N2CCOCC2)cc1NC(=O)CSc1nnc(C2CC2)n1C	-3
CCCCCCCCN1C(=O)[C@H](CC(=O)N2CCN(C(=O)OCC)CC2)C[C@@]2(C(=O)OC)CCCCC=C12	11
Cc1ccc(-c2nc3ccc(Br)cn3c2CC(C)(C)C)cc1	-4
CCOC(=O)C1=C(N)n2c(s/c(=C/c3ccco3)c2=O)=C(C(=O)OC)C1c1ccco1 (stereo unspecified)	-3
CN(Cc1ccccc1)C(=O)c1ccc2sc([C@H]3C[C@H](O)[C@@H](CO)O3)nc2c1	-2
C[C@@H]1CN([C@H](C)CO)C(=O)c2cc(Br)cnc2O[C@H]1CN(C)C(=O)Cc1ccccc1	0
CCOC(=O)[C@]12Cc3c(cc(OC)c(OC)c3OC)[C@H]1N(Cc1ccccc1)C(=O)c1cc(OC)ccc12	12
CC(=NOC(=O)C1CCCCC1)c1nccs1	1
COc1ccccc1CNc1nc(NCc2cccc(OC)c2OC)c2sccc2n1	-3
CC12CCC(C(=NO)C1=O)C2(C)C (stereo unspecified)	5
Nc1nc2c(ncn2[C@@H]2O[C@H](CNS(=O)(=O)N3CCc4ccccc4C3)[C@@H](O)[C@H]2O)c(=O)[nH]1	-2
Cc1ccc(S(=O)(=O)N2C[C@@]3(O)Cn4c(=O)ccc(=O)n4C[C@@]3(OC(=O)NCc3ccccc3F)C2)cc1	-3
COc1cccc(CN(C)CCCn2cnc3c(OC)ncnc32)c1	2
OC(CNCCc1ccc(Cl)cc1)COc1ccc2ccccc2c1 (stereo unspecified)	-5
CS(=O)(=O)N1N=C(c2ccccc2)CC1c1ccc2c(c1)OCO2 (stereo unspecified)	-14
C[C@H](c1ccccc1)N1C[C@@H](COCc2ccccc2)Oc2cc(N3CC[C@H](O)C3)ccc2S1(=O)=O	6
CC(=O)Nc1ccc(C(=O)N2CCCCC2c2cc(C(=O)NCc3cccnc3)no2)cc1 (stereo unspecified)	6
COc1cc(C(O)c2nc(-c3ccccc3)cs2)ccc1F (stereo unspecified)	-4
O=C1CCCC[C@@H](O)[C@H](O)C[C@H](c2ccccc2)O1	-10
Cn1c(=O)c2cc(NC(=O)Cc3ccccc3F)ccc2n1C/C=C/c1ccccc1	3
Cc1c(CC(=O)N2CCC(O)CC2)c(=O)oc2cc3c(cc12)CCC1(CCCCC1)O3	6
O=C(c1ccc(Cl)cc1)C1C2C(=O)N(c3ccccc3)C(=O)C2C2CCCN21 (stereo unspecified)	-8
Cc1ccccc1S(=O)(=O)NC(=O)C1(C)CCN1C(=O)C1CCCCC1 (stereo unspecified)	4
CC(C)n1c(=O)c2ccccc2n1C(=O)c1ccccc1	-7
O=C(c1ccco1)N1CCN(C2CN(CCc3ccccc3)S(=O)(=O)C2)CC1 (stereo unspecified)	-2
CC1(C(=O)Nc2ccccc2)Cc2c(-c3cccc(C(F)(F)F)c3)ccnc2O1 (stereo unspecified)	21
Oc1cccc(-c2sc3ccccc3c2-c2ccc(OCCN3CCCCC3)cc2)c1	-2
O=C(CC[C@H]1O[C@@H](n2cnc3c(NC(=O)c4ccccc4)ncnc32)[C@H](O)[C@@H]1O)NCCCN1CCOCC1	4
CN1CCC(N2CCN(C3CN(C4CCCCC4)S(=O)(=O)C3)CC2)CC1 (stereo unspecified)	-3
